Compound activity deposited in PubChem by several laboratories.
Rac1 wt modul = wildtype Rac1 GTP binding modulators, primary screen, biochemical, GST-Rac1 beads, flow cytometry, multiplex. AID 757, 2007. hit rate 0.27% among 190,000. Ras-related C3 botulinum toxin substrate 1 (Homo sapiens), P63000. fluorescent GTP binding; actives lie on both sides; 0 = cold GTP competed, 100 = untreated. GTP binding activity (% of control), % at 10 µM;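 active means GTP binding activity at least 20 points away from the 100% control level, either lower or higher; inconclusive means compound flagged as likely green fluorescent, judged across all proteins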
HRas wt GTP = modulators of GTP binding to HRas wildtype, primary screen, biochemical, bead-based flow cytometry, multiplex | GTPase HRas (Homo sapiens), P01112 | hit rate 0.14% among 190,000 | GST-Ras wt beads, Bodipy-FL-GTP binding; actives lie on both sides | GTP binding activity, % at 10 µM | AID 759, 2007;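 active means GTP binding activity at least 20% away from the 100% baseline, either lowered as inhibitor or raised as activator; inconclusive means flagged as likely green fluorescent, judged across all proteins in the well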;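 further: 0% = unlabeled GTP competition control and 100% = no-compound control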
Target sequence (P01112 whole entry, looked up): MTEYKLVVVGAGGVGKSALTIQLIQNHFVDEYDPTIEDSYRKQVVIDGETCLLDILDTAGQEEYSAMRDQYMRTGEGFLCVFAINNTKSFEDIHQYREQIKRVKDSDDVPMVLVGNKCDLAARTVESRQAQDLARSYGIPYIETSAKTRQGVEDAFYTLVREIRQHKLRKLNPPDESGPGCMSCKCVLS
Rac1 mut GTP = GTP binding modulators of activated mutant Rac1, primary screen, biochemical, bead-based flow cytometry, multiplex, fluorescent GTP; Ras-related C3 botulinum toxin substrate 1 (Homo sapiens), P63000; GST-Rac1 activated beads; actives lie on both sides; 100% means binding = to untreated wells; percent activity (GTP binding), % at 10 µM; hit rate 0.11% among 190,000;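 active means GTP binding at least 20 percentage points away from the 100% baseline, in either direction, so actives lie on both sides; inconclusive means Compound likely fluorescent itself, or too few beads counted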
Avidin fluor = green autofluorescence of compounds with avidin beads – biophysical, 488/530 nm, flow cytometry, artefact control, profiling panel; compound fluorescence 488/530 nm; stronger effect = higher value; fluorescence (KMESF) at 10 µM; hit rate 0.38% among 220,000; in the data active means fluorescence above about 47; further: inactives centre near 10
ABCG2 inh = ABCG2 efflux pump inhibitors, primary screen, multiplex with ABCB1, IgMXP3 cells, flow cytometry. Broad substrate specificity ATP-binding cassette transporter ABCG2 (Homo sapiens), Q9UNQ0. JC-1 efflux. inhibition, % at 6.6 µM. hit rate 0.1% among 190,000;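 active means inhibition above 80%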;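 further: 0% = DMSO and 100% = nicardipine control wells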
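Read-out basis: Efflux inhibition in percent versus controls | Test system: ABCG2 IgMXP3 and barcoded ABCB1 CCRF-Adr cell mix | Quantity: 3 million cells/mL in well | Schedule: 10 min at 25 °C | Control set: Nicardipine as high control, DMSO as low control | Reagent: JC-1 as fluorescent efflux pump substrate | Signal: Flow cytometry of retained JC-1 fluorescence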
Pf gametocyte = late stage P. falciparum gametocyte viability inhibitors, primary screen, ATP luminescence, HTS. P. falciparum stage V gametocytes, 24 h. inhibition, % at 10.9 µM. hit rate 0.065% among 150,000. AID 743093, 2013;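 active means inhibition above the mean plus 3 SD of compounds within the control limits, set per campaign, cut at about 38% in these data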;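 further: 0% = DMSO wells and 100% = medium only without gametocytes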
GSH fluor = compound fluorescence on glutathione beads, profiling panel, artefact control, biophysical, 488/530 nm, flow cytometry. GSH beads flow cytometry, compound fluorescence 488/530 nm; stronger effect = higher value. fluorescence (KMESF) at 10 µM. hit rate 0.25% among 190,000; in the data active means fluorescence above about 89;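 further: glutathione beads carrying GST-tagged Bcl family fusion proteins plus one bare bead set; values are compound well signal with DMSO vehicle wells as background; inactives centre near 16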
ABCB1 block = ABCB1 efflux pump inhibitors, primary screen, cell-based, multiplex, flow cytometry, ABCG2 counter-screen. AID 1326, 2008. hit rate 0.067% among 190,000. CCRF-Adr cells, JC-1 efflux. inhibition, % at 6.6 µM. ATP-dependent translocase ABCB1 (Homo sapiens), P08183; in the data active means inhibition above about 40%;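 further: 0% = vehicle and 100% = reference inhibitor; higher value means more JC-1 retained so stronger ABCB1 efflux block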
Cdc42 wt = modulators of GTP binding to wildtype Cdc42, primary screen, biochemical, multiplex bead flow cytometry, Bodipy-GTP | GST-Cdc42 beads; actives lie on both sides | percent activity (GTP binding), % at 10 µM | AID 761, 2007 | Cell division control protein 42 homolog (Homo sapiens), P60953 | hit rate 0.2% among 190,000;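 active means percent activity GTP binding at least 20 points away from the 100% baseline, either down as inhibitor or up as activator; inconclusive means compound flagged as likely green fluorescent from well-wide comparison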;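 further: median bead fluorescence of bound Bodipy-FL-GTP at 100 nM; 0% = excess unlabeled GTP control and 100% = no compound control; below 100% means less GTP binding so inhibitor and above means activator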
Target sequence (P60953 whole entry, looked up): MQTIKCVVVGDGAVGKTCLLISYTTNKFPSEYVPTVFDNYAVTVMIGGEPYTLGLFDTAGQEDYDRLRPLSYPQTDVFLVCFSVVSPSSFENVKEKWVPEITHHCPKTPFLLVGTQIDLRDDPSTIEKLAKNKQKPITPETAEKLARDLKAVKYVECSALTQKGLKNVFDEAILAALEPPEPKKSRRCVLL
Rab7 wt modul = modulators of GTP binding to Rab7, primary screen, biochemical, wildtype, multiplex bead flow cytometry; hit rate 0.055% among 190,000; Rab7 GTPase wild type (dog), Bodipy-FL-GTP binding; GTP binding activity (percent of control), % at 10 µM; GST-Rab7 beads, fluorescent GTP binding; actives lie on both sides; untreated = 100%, excess cold GTP = 0%;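 active means fluorescent GTP binding to Rab7 beads changed by at least 20 points from the 100% baseline, either direction, mostly lower; inconclusive means compound itself probably fluorescent, or too few beads counted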;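 further: median green fluorescence of bound Bodipy-FL-GTP per Rab7 bead population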
Rab2A wt mod = modulators of GTP binding to Rab2A wildtype, primary screen, biochemical, dog, bead-based flow cytometry, multiplex. Ras-related protein Rab-2A (Canis lupus familiaris), P61105. GST-Rab2 wt beads, Bodipy-GTP binding. GTP binding activity, % at 10 µM. hit rate 0.19% among 190,000. AID 760, 2007;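 active means GTP binding activity at least 20 points away from 100%, either lowered or raised; inconclusive means signal likely due to the compound's own green fluorescence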;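 further: 0% = beads with excess unlabeled GTP and 100% = no-compound control corrected for plate trend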
The depositor's hits bear a star; ? = inconclusive; . = not tested or not shown.

SMILES	Rac1 wt modul	HRas wt GTP	Rac1 mut GTP	Avidin fluor	ABCG2 inh	Pf gametocyte	GSH fluor	ABCB1 block	Cdc42 wt	Rab7 wt modul	Rab2A wt mod
CN(Cc1ccccc1NS(=O)(=O)c1ccc2ccccc2c1)C1CCCCC1	104	96	94	22	4	-5	13	1.5	97	97	94
COC(=O)c1ccccc1NC(=O)COc1ccc(S(=O)(=O)NC(C)C)cc1	91	98	92	9	8	.	20	1.3	95	103	95
Cc1nc(NCc2ccc3c(c2)OCO3)c2oc3ccccc3c2n1	101	98	94	11	0	.	5	0.0	95	99	99
CC(=O)Nc1ccc(N/C=C/C(=O)C(C)(C)C)cc1	87	92	92	11	16	-8	32	0.6	91	92	93
CCCCCCNC(=O)CSc1nccn1Cc1ccccc1	99	100	95	11	4	-16	44	0.4	101	97	97
CCNC(=O)CCc1nc(-c2ccc(C(C)(C)C)cc2)no1	109	103	100	49*	35	16	28	0.2	102	102	104
Cc1cc(/C=C2/C(=O)NN(c3ccccc3)C2=O)c(C)n1-c1cccc(O)c1	99	96	93	8	-1	-1	19	-0.2	99	96	96
Cc1c(NC(=O)CCSCCc2ccccn2)cccc1[N+](=O)[O-]	100	98	95	14	0	-3	64	-0.1	97	100	99
CCN(CC)S(=O)(=O)c1ccc(/C=C/C(=O)OCC(=O)Nc2cccc3ccccc23)cc1	106	99	100	21	29	-7	11	0.7	101	98	98
CCOC(=O)c1sc(NC(=O)c2ccc(C)o2)nc1C	100	100	100	36	59	.	37	0.5	101	102	103
COc1ccc(CC(=O)N(CC2CCCO2)c2nc3ccccc3s2)cc1 (stereo not drawn)	103	99	101	13	0	-8	11	0.0	102	95	98
CCOC(=O)N1CCC(NC(=O)c2cc(C(=O)Nc3cccc(OC)c3)ccc2CO)CC1	?	?	?	13	-1	-2	36	-1.6	?	?	?
C1=C(N2CCOCC2)/C(=C/c2nc3ccccc3[nH]2)CC1	102	102	98	30	-2	.	12	-0.4	104	101	100
Brc1ccccc1-c1nnc(CSc2nnnn2-c2ccccc2)o1	98	97	95	4	-1	6	40	-1.7	99	97	96
COc1cccc(CNC(=O)CCC2CCCN(Cc3cc(Cl)ccc3O)C2)c1 (stereo not drawn)	98	100	96	8	1	3	24	1.0	95	103	98
O=C(O)c1cnn2c1NC(c1ccc(F)cc1)CC2C(F)(F)F (stereo not drawn)	104	101	100	31	0	.	20	0.0	101	102	102
CCN1CCN(C(=O)CCc2nc3ccccc3c(=O)[nH]2)CC1	?	?	?	11	4	.	24	0.6	?	?	?
O=S(=O)(Nc1cccc(-c2cn3cccnc3n2)c1)c1ccc(-c2ccccc2)cc1	95	97	94	23	-1	19	13	-0.2	93	96	95
O=C(COC(=O)c1cccnc1Cl)NCC1CCCO1 (stereo not drawn)	96	100	96	10	3	.	20	0.4	103	104	97
C/C(=C\c1ccccc1)CN(C)CCN(C)C	100	101	99	13	2	.	31	0.3	99	101	99
Cc1cc(NC(=O)CSc2ccc3nnc(-c4ccccc4)n3n2)no1	97	98	96	9	3	.	12	0.5	97	100	97
Cn1nccc1C(=O)Nn1cnnc1	109	100	100	7	1	.	15	0.1	100	98	100
COc1ccc(C(=O)Nn2cnnc2)c(OC)c1	103	101	99	6	1	8	41	0.3	101	96	100
COc1ccc(CN2CCN(CC(O)Cn3c4ccccc4c4ccccc43)CC2)cc1 (stereo not drawn)	103	102	101	15	-2	14	12	2.5	100	102	98
COc1ccc(C2=NOC(C(=O)NC(C)(C)C)C2)cc1 (stereo not drawn)	99	102	98	10	5	.	16	1.2	101	101	101
CCn1c(COc2ccc(C)cc2)nnc1SCC(=O)Nc1cc(OC)ccc1OC	102	100	98	10	6	-6	6	2.3	100	102	102
O=C(/C=C\Nc1ccccn1)c1ccccc1	106	106	100	17	1	-12	21	-2.5	105	104	105
CN(C)/C=C(/C(=O)c1ccc(F)cc1)S(=O)(=O)c1ccc(F)cc1	94	95	95	9	1	.	8	-0.3	96	95	96
O=C(Nc1ccc([N+](=O)[O-])cc1)c1cc(-c2ccccn2)nc2c(Cl)cccc12	105	108	101	13	1	14	19	0.1	107	112	110
CC(C)Oc1ccccc1OCCN(C)C	104	103	102	12	1	1	12	0.1	105	98	101
CCCCNC(=S)N(C)/N=C/c1ccc(OCc2ccc(C(=O)OC)cc2)c(OC)c1	102	104	101	11	3	4	11	0.4	104	103	104
Cc1[nH]c2ccccc2c1C(=O)CN1CCC2(CC1)OCCO2	98	99	96	16	4	-5	9	0.6	99	94	95
Cn1c(SCC(=O)NCc2ccco2)nc2ccccc2c1=O	104	102	102	23	3	.	8	0.3	104	96	98
O=C(O)c1ccc(CSCc2ccccc2F)o1	104	101	101	17	1	-21	23	0.7	102	99	102
O=C(NCCc1c[nH]c2ccccc12)c1cc(S(=O)(=O)N2CCCCC2)ccc1N1CCOCC1	108	102	99	33	35	5	19	2.3	103	102	101
Cc1cc(NC(=O)COC(=O)CCCOc2ccc(Cl)cc2C)no1	97	96	95	6	0	.	5	0.1	98	97	96
COc1cc(C(=O)NC2CC3CCCC(C2)N3CC(=O)Nc2ccccc2)cc(OC)c1OC (stereo not drawn)	100	103	99	13	7	.	25	2.8	101	100	101
COC(=O)CSc1nnc(SCc2ccc(Cl)cc2)s1	103	100	99	6	4	-2	38	0.3	100	97	99
Cc1cccc(CCNC(=O)C2CCC(=O)N2Cc2ccc(F)cc2)c1 (stereo not drawn)	104	101	95	14	14	.	23	1.1	98	104	97
CCC(C(=O)NCc1ccncc1)c1ccccc1 (stereo not drawn)	97	93	94	8	0	-86	9	-0.2	93	93	93

Part of the list above in order of length of the SMILES, descending:
SMILES	Rac1 wt modul	HRas wt GTP	Rac1 mut GTP	Avidin fluor	ABCG2 inh	Pf gametocyte	GSH fluor	ABCB1 block	Cdc42 wt	Rab7 wt modul	Rab2A wt mod
O=C(NCCc1c[nH]c2ccccc12)c1cc(S(=O)(=O)N2CCCCC2)ccc1N1CCOCC1	108	102	99	33	35	5	19	2.3	103	102	101
O=C(Nc1ccc([N+](=O)[O-])cc1)c1cc(-c2ccccn2)nc2c(Cl)cccc12	105	108	101	13	1	14	19	0.1	107	112	110
COc1cc(C(=O)NC2CC3CCCC(C2)N3CC(=O)Nc2ccccc2)cc(OC)c1OC (stereo not drawn)	100	103	99	13	7	.	25	2.8	101	100	101
CCCCNC(=S)N(C)/N=C/c1ccc(OCc2ccc(C(=O)OC)cc2)c(OC)c1	102	104	101	11	3	4	11	0.4	104	103	104
COc1ccc(CN2CCN(CC(O)Cn3c4ccccc4c4ccccc43)CC2)cc1 (stereo not drawn)	103	102	101	15	-2	14	12	2.5	100	102	98
CCn1c(COc2ccc(C)cc2)nnc1SCC(=O)Nc1cc(OC)ccc1OC	102	100	98	10	6	-6	6	2.3	100	102	102
Cc1cccc(CCNC(=O)C2CCC(=O)N2Cc2ccc(F)cc2)c1 (stereo not drawn)	104	101	95	14	14	.	23	1.1	98	104	97
Cc1[nH]c2ccccc2c1C(=O)CN1CCC2(CC1)OCCO2	98	99	96	16	4	-5	9	0.6	99	94	95
COc1ccc(C2=NOC(C(=O)NC(C)(C)C)C2)cc1 (stereo not drawn)	99	102	98	10	5	.	16	1.2	101	101	101
Cn1c(SCC(=O)NCc2ccco2)nc2ccccc2c1=O	104	102	102	23	3	.	8	0.3	104	96	98
COC(=O)CSc1nnc(SCc2ccc(Cl)cc2)s1	103	100	99	6	4	-2	38	0.3	100	97	99
COc1ccc(C(=O)Nn2cnnc2)c(OC)c1	103	101	99	6	1	8	41	0.3	101	96	100
CCC(C(=O)NCc1ccncc1)c1ccccc1 (stereo not drawn)	97	93	94	8	0	-86	9	-0.2	93	93	93
O=C(/C=C\Nc1ccccn1)c1ccccc1	106	106	100	17	1	-12	21	-2.5	105	104	105
CC(C)Oc1ccccc1OCCN(C)C	104	103	102	12	1	1	12	0.1	105	98	101
